Source: PubChem
ST2 IL33 inh: inhibitors of human ST2 (IL1RL1) binding to IL-33; Q01638; AlphaLISA ST2-Fc/biotin-IL-33 interaction, 1 h; inhibition, % for hits at 17 µM; actives 2.3% (n = 78,000); in the data active = inhibition above about 30%; inconclusive = mostly about 10% to 28%
Target sequence (Q01638 whole entry, looked up): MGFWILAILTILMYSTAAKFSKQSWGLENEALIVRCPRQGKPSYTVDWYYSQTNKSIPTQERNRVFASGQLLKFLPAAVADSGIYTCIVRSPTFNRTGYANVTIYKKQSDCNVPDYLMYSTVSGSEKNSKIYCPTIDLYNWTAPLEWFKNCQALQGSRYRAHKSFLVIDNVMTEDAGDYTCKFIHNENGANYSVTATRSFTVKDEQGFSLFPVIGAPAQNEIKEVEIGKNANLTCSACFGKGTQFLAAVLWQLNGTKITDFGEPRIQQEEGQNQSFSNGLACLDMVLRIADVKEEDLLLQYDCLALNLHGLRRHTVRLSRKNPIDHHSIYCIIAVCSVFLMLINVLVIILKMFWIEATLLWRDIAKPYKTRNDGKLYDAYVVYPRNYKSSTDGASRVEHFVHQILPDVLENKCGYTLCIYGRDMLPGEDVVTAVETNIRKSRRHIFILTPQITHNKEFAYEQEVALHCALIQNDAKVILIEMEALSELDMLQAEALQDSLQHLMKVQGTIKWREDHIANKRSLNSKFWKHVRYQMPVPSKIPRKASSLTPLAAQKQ
* marks the source's active call; other numbers are inactive results; i = inactive; ? = inconclusive. A portion of the library; rates above refer to the full screens.

The opening 17 compounds as a preview:
SMILES	ST2 IL33 inh
Cc1cc2c(c(Sc3ccccc3)n1)C(=O)OC2	?
CN(Cc1ccccc1)C(=O)c1ccc(Br)cc1	?
CCOc1ccc(OCCCn2cnc3ccccc3c2=O)cc1	i
Cc1ccc(NC(=O)c2cc3cc(Br)ccc3oc2=O)c([N+](=O)[O-])c1	i
CCc1ccc(N=Cc2cc(OC)ccc2O)cc1	?
O=[N+]([O-])c1c(Sc2ncnc3ccccc23)ccc2nsnc12	?
Cc1ccc(-c2ccnc(-n3ncc(C(=O)NCC4(N5CCCCC5)CCCC4)c3C3CC3)n2)o1	i
COc1cc(-c2ccc3ncnc(N4CCN(C)CC4)c3c2)cc(OC)c1OC	?
Cc1cccc(NC(=O)CSc2ncc(-c3ccc(Br)cc3)[nH]2)c1	?
CCc1ccccc1N(C)C(=O)CCc1nc(-c2ccc(C)cc2)no1	i
CCNC(=O)c1ccc(C2CCCN2C(=O)Cn2cnc3ccccc32)s1 (centres undefined)	?
CN(C)CC1(O)CCCN(C(=O)c2c(F)cccc2F)C1 (centres undefined)	i
Cc1ccc(O)c(CN(C)Cc2nc3ccc(F)cc3[nH]2)c1	i
O=C(Nc1ccc(Br)cc1F)N1CCN(Cc2nc3cccnc3n2-c2ccccc2)CC1	i
COc1cc2c(cc1OC)C(=C(Cl)Cl)NC(C)(C)C2	i
C=CCC(=O)N1CCC2(CCCN(Cc3cccc(OC)c3)C2=O)C1 (centres undefined)	i
Cc1ccc(NS(=O)(=O)c2ccc(N)cc2)nc1	i

Results, previewed entries included:
SMILES	ST2 IL33 inh
Cc1cc2c(c(Sc3ccccc3)n1)C(=O)OC2	?
CN(Cc1ccccc1)C(=O)c1ccc(Br)cc1	?
CCOc1ccc(OCCCn2cnc3ccccc3c2=O)cc1	i
Cc1ccc(NC(=O)c2cc3cc(Br)ccc3oc2=O)c([N+](=O)[O-])c1	i
CCc1ccc(N=Cc2cc(OC)ccc2O)cc1	?
O=[N+]([O-])c1c(Sc2ncnc3ccccc23)ccc2nsnc12	?
Cc1ccc(-c2ccnc(-n3ncc(C(=O)NCC4(N5CCCCC5)CCCC4)c3C3CC3)n2)o1	i
COc1cc(-c2ccc3ncnc(N4CCN(C)CC4)c3c2)cc(OC)c1OC	?
Cc1cccc(NC(=O)CSc2ncc(-c3ccc(Br)cc3)[nH]2)c1	?
CCc1ccccc1N(C)C(=O)CCc1nc(-c2ccc(C)cc2)no1	i
CCNC(=O)c1ccc(C2CCCN2C(=O)Cn2cnc3ccccc32)s1 (centres undefined)	?
CN(C)CC1(O)CCCN(C(=O)c2c(F)cccc2F)C1 (centres undefined)	i
Cc1ccc(O)c(CN(C)Cc2nc3ccc(F)cc3[nH]2)c1	i
O=C(Nc1ccc(Br)cc1F)N1CCN(Cc2nc3cccnc3n2-c2ccccc2)CC1	i
COc1cc2c(cc1OC)C(=C(Cl)Cl)NC(C)(C)C2	i
C=CCC(=O)N1CCC2(CCCN(Cc3cccc(OC)c3)C2=O)C1 (centres undefined)	i
Cc1ccc(NS(=O)(=O)c2ccc(N)cc2)nc1	i
Cc1cccc(C(O)(CCN2CCCCC2)c2ccccc2)c1 (centres undefined)	i
Cc1cc(-c2nc3cc(N)ccc3o2)ccc1Br	i
COc1ccc(C(=O)N(c2ccc(F)cc2)C2C=CS(=O)(=O)C2)cc1 (centres undefined)	i
Cc1c(C(=O)NC2CCCC(C)C2C)oc2ccc(S(=O)(=O)N3CCCC3)cc12 (centres undefined)	i
COc1ccc(CN(C)C(=O)c2ccc3cccc(F)c3n2)cc1O	i
C=CCNc1ccccc1C(=O)NCc1ccc2c(c1)n(C)c(=O)n2C	i
O=S(=O)(c1cccc2cccnc12)N1CCN(c2ccccc2F)CC1	?
Cc1ccc(NC(=O)c2ccc(Cl)c(Cl)c2)nc1	i
Cc1c(Cl)c([N+](=O)[O-])nn1CC(=O)Nc1ccc(S(N)(=O)=O)cc1	i
Cc1cnccc1N1CCCN(C(=O)c2ccccc2C2CCNC2)CC1 (centres undefined)	i
O=C(c1cc(-c2ccc3c(c2)OCO3)on1)N1CCOCC1	i
COc1ccc(N=Cc2cc(Br)ccc2O)cc1Cl	?
O=c1[nH]c2ccccc2c2ccccc12	?
CSCC(C)N1CCC(Oc2cc(Cl)ccc2C(=O)N2CCCCC2)CC1 (centres undefined)	i
O=C(NCc1cccnc1)C1CCC(=O)N1CCc1ccccc1 (centres undefined)	i
CC1=C(C(=O)Nc2ccccn2)C(c2ccc(F)cc2)C2=C(CC(C)(C)CC2=O)N1 (centres undefined)	i
COCC1CCN(c2nc(C(C)(C)C)nc3c2cnn3C)C1 (centres undefined)	i
Cc1c(Cl)cccc1NS(=O)(=O)c1ccccc1	?
COc1ccc(C)cc1NS(=O)(=O)c1ccc2[nH]c(=O)c(=O)[nH]c2c1	?
O=C(C1CC1)N1CCc2cc(S(=O)(=O)N3CCC(Cc4ccccc4)CC3)ccc21	i
Cc1ccc(NC(=O)CC(=O)N(CCO)CCO)cc1	i
CS(=O)(=O)c1ccc(CN2C[C@H](O)C[C@H]2c2nc(-c3ccc(OC(F)(F)F)cc3)no2)cc1	32.0%*
Cc1cccn2c(=O)c3cc(C(=O)N(Cc4ccccc4)C(C)C)n(C)c3nc12	i
COC(=O)c1sc2ccccc2c1NC(=O)c1cc2c(ccc3ccccc32)oc1=O	i
CCS(=O)(=O)Nc1ccc(C(=O)NCc2cnn3ccccc23)cc1	i
c1ccc(-c2nnc(-c3ccccc3)n2-c2ccncc2)cc1	i
CCCc1oc2cc(O)c(CC)cc2c(=O)c1-c1ccc2c(c1)OCCCO2	?
c1ccc(-c2ccccc2OCCCN2CCOCC2)cc1	i
Cc1cccc(OCC2CCCN(Cc3ncccc3C(=O)O)C2)c1 (centres undefined)	i
CC(C)c1nnc2sc(CCc3cccnc3)nn12	i
O=C(c1ccc2c3c(cccc13)CC2)C1CCCN(C(=O)CCc2cnccn2)C1 (centres undefined)	?
COc1ccc(CNC(=O)CC[C@]23CC[C@](C)(O)C[C@H]2C(C)(C)C[C@@H]3NC(=O)c2cccs2)cc1	i
COCCN1CCCC(O)(CN2CCN(c3cc(C)nc4ncnn34)CC2)C1=O (centres undefined)	?
The listing continues.
SMILES	ST2 IL33 inh
O=C(COc1cccc(Cl)c1)Nc1ncn[nH]1	i
CCCC1CCCCNC1=O (centres undefined)	i
COc1ccc(C(=O)Nc2c3c(nn2-c2cccc(Cl)c2)CS(=O)C3)cc1OC (centres undefined)	?
O=C(NCCS(=O)(=O)c1ccc(F)cc1)C1CC2(CCNCC2)CN1 (centres undefined)	?
CCC(NC(=O)c1cnn(Cc2ccccc2)c1)c1ccnn1C (centres undefined)	?
COc1ccc(CNC(=O)C[C@@H]2O[C@H](CNC(=O)C3CC3)[C@@H](O)[C@H]2O)cc1	i
CCOc1cc(OCC)cc(C(=O)Nc2ccc(-c3nc4ncccc4o3)cc2)c1	?
CC1CCCCC1NC(=O)C1CCCN1S(=O)(=O)c1cccc2nsnc12 (centres undefined)	i
CC(=O)CSc1nc2c(c(=O)[nH]c(=O)n2C)n1Cc1ccccc1Cl	i
Cc1cc(C=Nc2ccc(N3CCOCC3)cc2)c(O)c([N+](=O)[O-])c1	?
CN(C)CCN(C)Cc1ccccc1O	i
COc1cc(C(=O)N2CCCC3(CC2)CN(C)C(=O)O3)ccn1 (centres undefined)	?
COc1ccc(N(C(C)C(=O)N2CCN(c3ccc(F)cc3)CC2)S(C)(=O)=O)cc1 (centres undefined)	i
COc1ccc(NC(=O)C2CCN(S(=O)(=O)c3cccs3)CC2)cc1Cl	i
N#Cc1ccc(N2C(=O)C3C4C=CC(O4)C3C2=O)cc1 (centres undefined)	?
CNC(=O)Cn1cc(-c2cccc(-n3cccn3)c2)cn1	?
CC1CCCN(C2=NC(=O)/C(=C\c3ccc(Br)cc3)S2)C1 (centres undefined)	i
CCc1sc(C(=O)O)cc1-c1ccc(C(N)=O)cc1	?
Cc1cc(C)n(CCC(=O)N2CCC(=O)NCC2C)c(=O)n1 (centres undefined)	i
O=C(NC1CC1)C1CCCN(C2CCN(CC3CCCCC3)CC2)C1 (centres undefined)	i
C=CCc1ccccc1OCC(O)CN(C(C)C)C(C)C (centres undefined)	i
O=C(NCCSc1c(-c2ccc(F)cc2)[nH]c2ccccc12)c1ccco1	?
C/C=c1/nc(-c2ccc(F)cc2)n2c1nc1nonc12	i
Cc1nn(Cc2ccc(F)cc2)c(C)c1NC(=O)c1cc(C2CC2)on1	i
O=C1C(c2nc3ccccc3[nH]2)=C(O)c2ccccc21	i
COc1ccc(OC)c(NC(=O)c2cccn2-c2nnc(N3CCCCC3)s2)c1	?
O=C(CN1N=NC2C(=O)N(c3ccccc3)C(=O)C21)Nc1cc(F)ccc1F (centres undefined)	?
NCCc1nc(NCC(c2ccccn2)N2CCOCC2)c2ccccc2n1 (centres undefined)	i
COc1ccc(C(CC(=O)N2CCN(c3cnccn3)CC2)c2ccccc2)cc1 (centres undefined)	i
CC(C)CC1CC(C)(c2csc(N)n2)OC1=O (centres undefined)	i
Fc1cccc(-c2nccn2CCCc2ccncc2)c1F	i
COC(=O)C1=C(C)NC(C)=C(C(=O)OCCN(C)Cc2ccccc2)C1c1cccc([N+](=O)[O-])c1 (centres undefined)	?
Cn1c(=O)c2c(nc(N3CCN(Cc4ccccc4)CC3)n2Cc2ccccc2Cl)n(C)c1=O	i
COC(=O)c1c(NC(=O)C(C)Oc2ccccc2Br)sc(C)c1C (centres undefined)	i
CCCc1cc2c(=O)c(-c3nc(C)cs3)coc2cc1OC(C)=O	i
Cc1ccc(S(=O)(=O)N2CCCCC2)cc1[N+](=O)[O-]	i
CCC1(C)Cc2c(sc3nc(SCC(N)=O)[nH]c(=O)c23)CO1 (centres undefined)	?
CC1(C)OC(=O)C(=CNC(CC(N)=O)C(=O)O)C(=O)O1 (centres undefined)	i
Cc1cnc(N2C[C@H]3OC(=O)N(CCCN4CCOCC4)[C@H]3C2)nc1N	i
COc1ccc2nc(Nc3nc4ccc(NC(C)=O)cc4s3)sc2c1	?
O=C(c1ccc(Cn2ccnc2)o1)N1CCc2onc(-c3ccccc3)c2C1	?
COc1ccc(-c2nccn2Cc2ccon2)c(OC)c1	?
Cc1ccc(OCC(O)CNC(C)(C)CO)c(C)c1 (centres undefined)	i
COc1cccc(NC(=O)Cn2cnc3c(oc4ccccc43)c2=O)c1	i
O=C1CCCC2=C1C(c1ccc(Cl)cc1)c1c([nH]c(=O)[nH]c1=O)N2 (centres undefined)	i
CCOCCCn1c(=N)c(C(=O)NCCc2ccccc2)cc2c(=O)n3ccccc3nc21	i
O=C(NCCN1CCOCC1)c1cccn2c(=O)c3c4c(sc3nc12)CCCC4	i
Cc1ncsc1CCC(=O)N1CCCC1c1nc2c(C)cccc2[nH]1 (centres undefined)	i
COc1cc(OC)cc(-n2c(=O)c3sccc3n(Cc3cc(=O)n4c(C)cccc4n3)c2=O)c1	?
COCCCNC(=O)CSC1=Nc2ccccc2C2=NC(Cc3ccccc3)C(=O)N12 (centres undefined)	i
Additional entries
SMILES	ST2 IL33 inh
CCc1nccc(CN2CCCC(c3nn(C)c(=O)n3CC)C2)n1 (centres undefined)	i
Cc1ccc(N2CCCS2(=O)=O)cc1NC(=O)c1ccc(C(C)(C)C)cc1	i
COc1ccccc1/C=C/C1=NC(=C\c2cccc(Cl)c2)/C(=O)O1	34.0%*
CC1(C)CNC(=O)c2nc(-c3cc4ccccc4[nH]3)[nH]c2C1	i
O=C(O)C1CCCCC1C(=O)NC1=NCCS1 (centres undefined)	i
O=c1c(-c2ccccc2F)coc2cc(O)cc(O)c12	i
Cc1cc(C)n(CCC(=O)N2CC[C@@H](c3sccc3C)[C@H](O)C2)c(=O)n1	i
CN1C(=O)N(CCCc2ccncc2)C(=O)C12CCN(Cc1cc3ccccc3o1)CC2	i
Cc1n[nH]c(C)c1Sc1ccccc1[N+](=O)[O-]	i
Cc1ccc(N2C(=O)CSC2c2cccs2)cc1 (centres undefined)	i
CCCC1=NN(C(=O)c2ccccc2Br)C(O)(C(F)(F)F)C1 (centres undefined)	i
CCc1ccc(CN2CCC3(CCCN(C(=O)CCSC)C3)C2)nc1 (centres undefined)	i
CC(=O)N1CCCN(CC[C@H]2CN(S(=O)(=O)c3ccccc3)CC[C@H]2CC(=O)O)CC1	?
O=C(NCC1CCCO1)c1ccc2c(c1)N(Cc1ccccc1)C(=O)c1ccccc1S2 (centres undefined)	i
COc1ccc(S(=O)(=O)N(C)c2ccccc2)cc1	i
O=C(CCC1CCN(Cc2sc3ccccc3c2Cl)CC1)N1CCOCC1	i
O=C(c1cn(-c2ccccc2)nn1)N1CCN(C(=O)c2cccs2)CC1	i
O=C(CCCNS(=O)(=O)c1cccs1)N1CCN(c2ccc(F)cc2)CC1	i
Cc1ccc2nc(SCC(=O)c3ccc(Cl)cc3)[nH]c2c1	?
O=C(NC1CCCC1)c1ccc(OC2CCN(C(=O)C(=O)c3ccco3)CC2)c(Cl)c1	i
COc1ccc(C(=O)N2C[C@H]3CC=CC[C@H]3C2)cc1N1CCOCC1	i
CC1=C(C(=O)Nc2cccc(C)n2)C(c2cccc(Cl)c2Cl)C2=C(CCCC2=O)N1 (centres undefined)	i
C(=C\CN1CCCCC1)/CN1CCCCC1	i
Oc1cc(CCC2CCCCN2)cc(-c2ccncc2)c1 (centres undefined)	i
O=C(NCCCc1ccccc1)Nc1ccccc1	?
CSCCOc1nc2c(c(=O)n(C)c(=O)n2C)n1Cc1ccccc1Cl	i
COCC(=O)N(c1ccc(OC)cc1OC)C1C=CS(=O)(=O)C1 (centres undefined)	i
CN(Cc1ncc[nH]1)C(=O)c1nc2ccccc2s1	?
CCN(CC)C(=O)Cn1c(=O)n(CC2CCC(C(=O)N3CCOCC3)CC2)c(=O)c2sccc21 (centres undefined)	i
Cc1cccc(Nc2nc(O)c(C3=c4cc(Br)ccc4=NC3=O)s2)c1C	42.0%*
